Bioassay records from PubChem.
hcGAS inh: inhibitors of human cGAS; recombinant h-cGAS, ATP depletion, Kinase-Glo luminescence; inhibition, % at 12.5 µM; 290,000 compounds, 0.081% hits; AID 1259398;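 further: 0% = vehicle reaction and 100% = reaction without DNA for no activity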
Target sequence (Q8N884 whole entry, looked up): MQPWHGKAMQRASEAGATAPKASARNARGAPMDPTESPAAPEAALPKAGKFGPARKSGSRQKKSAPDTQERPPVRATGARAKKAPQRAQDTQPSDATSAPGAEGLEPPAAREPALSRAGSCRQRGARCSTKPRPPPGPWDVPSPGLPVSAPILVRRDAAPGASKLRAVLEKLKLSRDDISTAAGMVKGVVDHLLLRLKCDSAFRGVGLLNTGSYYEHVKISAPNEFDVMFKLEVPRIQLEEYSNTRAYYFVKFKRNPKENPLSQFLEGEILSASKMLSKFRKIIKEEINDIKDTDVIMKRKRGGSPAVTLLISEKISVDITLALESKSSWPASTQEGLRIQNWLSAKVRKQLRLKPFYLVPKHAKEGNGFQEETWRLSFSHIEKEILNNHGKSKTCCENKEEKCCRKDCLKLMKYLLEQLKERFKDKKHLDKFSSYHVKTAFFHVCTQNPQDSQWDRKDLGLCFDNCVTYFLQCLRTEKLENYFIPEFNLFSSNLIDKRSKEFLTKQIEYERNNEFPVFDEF
mcGAS inh: blocks mouse cGAS activity; Q8C6L5; recombinant cGAS, Kinase-Glo ATP depletion luminescence; inhibition, % at 12.5 µM; 160,000 compounds, 0.15% hits;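 further: 0% = negative control wells and 100% = reference inhibitor with no enzyme activity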
NPYLR7 agonist: activates Aedes aegypti NPYLR7 receptor | 270,000 compounds, 0.15% hits | HEK293T NPYLR7/Galpha15, GCaMP6s calcium fluorescence | activation, % at 10 µM; in the data active means activation above about 40%;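 further: 0% = vehicle and 100% = reference agonist at the receptor; some compounds past the cut are filed as inactive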
Numbers without * were called inactive; . = no result given; & = joins results of further samples. Unless noted, no stated cut-off is given here; in the data, active means inhibition above about 40%; inactive means the rest.

The first 21 records, to show the layout:
SMILES	hcGAS inh	mcGAS inh	NPYLR7 agonist
CC(=O)NC1=NN(C(C)=O)C2(S1)C(=O)N(CCOc1ccccc1Cl)c1ccccc12 (stereo not drawn)	-4	-7	1
O=S(=O)(c1ccc(F)cc1)N1CCNCC1	-1	-2	2
CCc1ccccc1NC(=O)CSc1nnc(CCn2ccc(=O)[nH]c2=O)o1	-4	-7	0
NC(=O)c1cccc(OCCC(=O)NCc2ccc3c(c2)CCC3)c1	-5	.	3
O=C(Nc1ccc(Cl)cc1)C(=O)NC(CCO)c1ccccc1 (stereo not drawn)	-4	.	2
CCc1nc(C)c(C(=O)Nc2ccc(OC)c(NC(=O)c3ccccc3)c2)o1	-8	.	8
CC(=O)N1C=Cc2c[nH]cc2C(C)=N1	-5	.	0
COC(=O)C(c1ccccc1F)C1C=CC(NC(=O)c2cc(F)ccc2Cl)C1 (stereo not drawn)	-4	-4	1
COc1ccc(Br)c(Cn2c(C)c(C(=O)NCc3cccs3)sc2=O)c1	-8	.	11
O=C(Nc1ccc2c(c1)OCO2)C1CCN(C(=O)COc2cccc(F)c2)CC1	-4	-8	-3
COc1ccc(CN2CCCn3cccc3C2c2ccc(F)cc2F)c(OC)c1OC (stereo not drawn)	-2	-4	8
CC(C)Oc1ccc(C(F)(F)F)cc1N	4	.	-2
COc1ccc(N2CC(NC(=O)Nc3ccon3)CC2=O)cc1 (stereo not drawn)	-5	-7	6
O=C(CSc1ccc(-c2ccncc2)nn1)N1CCN(c2ccccc2)CC1	-7	-8	11
CCc1nc2n(n1)C(=O)C(C(c1ccccc1)N1CCN(CCO)CC1)S2 (stereo not drawn)	-8	-8	-3
Cc1ccnc(C(C2CC2)n2cnc3sc4c(c3c2=O)CCNC4)c1 (stereo not drawn)	-2	-12	-6
CCCCc1ccc(S(=O)(=O)NC(=O)C2(C)CCN2C(=O)c2c(C)noc2C)cc1 (stereo not drawn)	-5	.	2
CC(C)=NOC1NC(Br)=C(C#N)C(C#N)(C(N)=O)C1(C)C (stereo not drawn)	3	.	2
CC(C)CN=C(NC(=O)c1ccccc1)OC(C)C	-5	0	3
COc1ccc(C(=O)C2CCCN(Cc3nc4c(s3)CCCC4)C2)c(OC)c1 (stereo not drawn)	1	.	-2
O=C(NCCc1ccccn1)c1ccc(-c2cc(C(F)(F)F)cc(C(F)(F)F)c2)nc1NCC1CC1	-1	0	-8

Main list (from the top)
SMILES	hcGAS inh	mcGAS inh	NPYLR7 agonist
CC(=O)NC1=NN(C(C)=O)C2(S1)C(=O)N(CCOc1ccccc1Cl)c1ccccc12 (stereo not drawn)	-4	-7	1
O=S(=O)(c1ccc(F)cc1)N1CCNCC1	-1	-2	2
CCc1ccccc1NC(=O)CSc1nnc(CCn2ccc(=O)[nH]c2=O)o1	-4	-7	0
NC(=O)c1cccc(OCCC(=O)NCc2ccc3c(c2)CCC3)c1	-5	.	3
O=C(Nc1ccc(Cl)cc1)C(=O)NC(CCO)c1ccccc1 (stereo not drawn)	-4	.	2
CCc1nc(C)c(C(=O)Nc2ccc(OC)c(NC(=O)c3ccccc3)c2)o1	-8	.	8
CC(=O)N1C=Cc2c[nH]cc2C(C)=N1	-5	.	0
COC(=O)C(c1ccccc1F)C1C=CC(NC(=O)c2cc(F)ccc2Cl)C1 (stereo not drawn)	-4	-4	1
COc1ccc(Br)c(Cn2c(C)c(C(=O)NCc3cccs3)sc2=O)c1	-8	.	11
O=C(Nc1ccc2c(c1)OCO2)C1CCN(C(=O)COc2cccc(F)c2)CC1	-4	-8	-3
COc1ccc(CN2CCCn3cccc3C2c2ccc(F)cc2F)c(OC)c1OC (stereo not drawn)	-2	-4	8
CC(C)Oc1ccc(C(F)(F)F)cc1N	4	.	-2
COc1ccc(N2CC(NC(=O)Nc3ccon3)CC2=O)cc1 (stereo not drawn)	-5	-7	6
O=C(CSc1ccc(-c2ccncc2)nn1)N1CCN(c2ccccc2)CC1	-7	-8	11
CCc1nc2n(n1)C(=O)C(C(c1ccccc1)N1CCN(CCO)CC1)S2 (stereo not drawn)	-8	-8	-3
Cc1ccnc(C(C2CC2)n2cnc3sc4c(c3c2=O)CCNC4)c1 (stereo not drawn)	-2	-12	-6
CCCCc1ccc(S(=O)(=O)NC(=O)C2(C)CCN2C(=O)c2c(C)noc2C)cc1 (stereo not drawn)	-5	.	2
CC(C)=NOC1NC(Br)=C(C#N)C(C#N)(C(N)=O)C1(C)C (stereo not drawn)	3	.	2
CC(C)CN=C(NC(=O)c1ccccc1)OC(C)C	-5	0	3
COc1ccc(C(=O)C2CCCN(Cc3nc4c(s3)CCCC4)C2)c(OC)c1 (stereo not drawn)	1	.	-2
O=C(NCCc1ccccn1)c1ccc(-c2cc(C(F)(F)F)cc(C(F)(F)F)c2)nc1NCC1CC1	-1	0	-8
O=C(CCc1ccccc1)N(CCCN1CCOCC1)c1nc2ccccc2s1	-10	-10	-3
Cc1nnc(-c2cccc(NC(=O)C3CCCCN3C(=O)C3CCCC3)c2)s1 (stereo not drawn)	-7	.	8
O=C1CSCN1CC(=O)N(C/C=C/c1ccccc1)c1ccc2c(c1)OCCO2	-6	-7	3
O=C1OC(/C=C\c2cccc([N+](=O)[O-])c2)=NC/1=C/c1cccs1	-3	-3	-3
Cc1ccc(CN2C(=O)c3ccccc3C2(O)Cc2ccccc2)cc1 (stereo not drawn)	-8	-5	2
CCCN(CC(=O)Nc1cc(-c2ccccc2)nn1-c1ccccc1Cl)C(=O)Nc1ccc(OC)cc1OC	-2	-5	20
CC(=O)Nc1ccc2nc(-c3[nH]cnc3-c3ccccc3)ccc2c1	-8	-11	-1
CC(=O)N[C@@H]1CCCCC1NC(=O)C1CCCN(C(=O)c2ccc(Cl)c(Cl)c2)C1 (stereo partly drawn)	-4	-5	-2
CCCCc1ccc(NC(=O)c2cc(=O)c(OCc3ccccc3)cn2C)cc1	-3	.	3
c1ccc(N2CCN(c3cc(-c4cccc5ccccc45)nc4ccnn34)CC2)nc1	-1	1	-15
OC(CNc1ccccn1)c1ccccc1 (stereo not drawn)	-5	.	-4
CC(C)N(CC(=O)N(Cc1ccc2c(c1)OCO2)Cc1cccs1)C(=O)Nc1ccc(Cl)cc1	-5	-5	-4
Cc1ccc(NCC(=O)N2CCCC(C)C2)cc1-n1nnnc1C (stereo not drawn)	-13	.	0
NC(=O)CCCCn1ccc(NC(N)=NCC(F)(F)F)n1	-4	.	2
N#CC1=C(O)C(=O)N(Cc2ccccc2)C1	0	.	10
Cc1cc(-c2nnc(NC(=O)CCCS(=O)(=O)c3ccc(F)cc3)o2)nn1C	-3	-7	-7
CC(C(=O)N1CC(=O)Nc2ccccc21)N1CCCC1c1cccn1C (stereo not drawn)	-12	.	-12
C=C[C@@H](C1=CC(=O)C(OC)=C(OC)C1=O)c1ccccc1	-5&-5	-6	-1&1
CC(C)(O)C#Cc1ccc(CN2CCC(c3nc(C(F)(F)F)ncc3-c3cccc(F)c3)CC2)cc1	-4	-12	28
CCOC(=O)n1c(SCC)nc2ccccc21	6	.	-4
O=C(c1cnn(-c2ccc(Cl)cc2)c1-c1ccccc1)N1CCOCC1	0	-2	0
CC(C)CCN(Cc1ccc(C(F)(F)F)cc1)Cc1cccn1Cc1ccc(C(F)(F)F)cc1	-4	-8	8
COc1ccc(Cl)cc1S(=O)(=O)Nc1ccccc1C(=O)NCCc1ccc(F)cc1	-1	-5	-2
CC(C)OCc1c(C(=O)OC2CC(C)OC2=O)oc2ccccc12 (stereo not drawn)	-2	.	3

Pulled one by one from the entries so far (3):
SMILES	hcGAS inh	mcGAS inh	NPYLR7 agonist
c1ccc(N2CCN(c3cc(-c4cccc5ccccc45)nc4ccnn34)CC2)nc1	-1	1	-15
Cc1ccc(NCC(=O)N2CCCC(C)C2)cc1-n1nnnc1C (stereo not drawn)	-13	.	0
NC(=O)CCCCn1ccc(NC(N)=NCC(F)(F)F)n1	-4	.	2

(listing goes on)
SMILES	hcGAS inh	mcGAS inh	NPYLR7 agonist
Cc1ccc(C(=O)ON=C2CCN(C)CC2)cc1	-3	.	4
CCSc1nnc(NC(=O)c2ccccc2)s1	1	3	-9
Cc1ccc(OS(=O)(=O)c2cn(C)c(=O)n(C)c2=O)cc1C	-9	-9	-1
FC(F)(F)c1ccc(CCC2CCN(Cc3ccc4ccccc4c3)CC2)cc1	-6	-6	4
CCCCSc1nc2c(c(=O)[nH]c(=O)n2C)n1Cc1cccc(C)c1	-10	-10	.
CCC(CC)NC(=O)CN1c2cccc3cccc(c23)S1(=O)=O	-16&-2	.	13&51
O=C(C(NC1COc2ccccc21)c1ccccc1)N1CCCCC1 (stereo not drawn)	-8	.	-7
Cc1nc2nc(S(=O)(=O)NCCC(C)C)nn2c(C)c1C	-5	.	6
CCN(CCN1CCCC1)C(=O)c1cccc2cnccc12	-8	-15	1
Cc1ccccc1S(=O)(=O)NCC1CCN(Cc2nccn2C)C1 (stereo not drawn)	-5	.	-3
O=C(Cn1nc(-c2ccco2)c2sc(N3CCCC3)nc2c1=O)Nc1ccc2c(c1)OCO2	-1	0	0
CCCSCC(=O)NCc1nnc(C(C)C)s1	-7	.	3
COc1cccc(C=NNc2nc(-c3ccccc3)c(C)s2)c1OC	-3	-3	1
O=C(c1ccnc(-n2cnnc2)c1)N1CCOC(CCCc2ccccc2)C1 (stereo not drawn)	-11	-15	8
COc1cc([N+](=O)[O-])cc2sc(NC(=O)C(C)C)nc12	0	-2	-4
O=C(CCn1ccc(=O)[nH]c1=O)OCc1cc(-c2cccs2)on1	-5	.	-1
Cc1ccc(S(=O)(=O)N2CCC(NC(=O)COc3cccc(C)c3C)CC2)cc1	-2	-5	6
Cc1cccn2c(=O)c(C=C3C(=O)NC(=S)NC3=O)c(N3CCCC3)nc12	11	.	-23
Cc1nc(NCCc2nnc3n2CCCCC3)c2c3c(sc2n1)CCC3	5	.	-7
COc1ccc(C2Nc3ccccc3C(=O)N2c2ccc(F)cc2)cc1Cn1nc(C)c([N+](=O)[O-])c1C (stereo not drawn)	0	.	-7
CCC(C)(C(=O)NC1CCCCC1)N(C)C(C)=O (stereo not drawn)	-10	-5	.
CC(=O)c1c(C)[nH]c(C(=O)Cn2cc(Br)ccc2=O)c1C	0	.	3
O=C(COc1ccc(Cl)cc1)NNC(=O)c1ccc(=O)n(Cc2ccc(Cl)cc2)c1	-8	-9	-11
Cc1cc(NC(=O)C(C)Sc2nncn2-c2ccccc2C)on1 (stereo not drawn)	2	-1	1
NC(=O)NCCCCCC(=O)O	-7	-9	15
Cc1cc(-c2ccnc(-n3ncc(C(=O)N(C)Cc4csc(C)n4)c3C)n2)c(C)s1	-2	0	27
N#Cc1c(SCC(N)=O)nc(=O)n2nc3n(c12)CCCCC3	0	.	-5
CCOc1ccc(C2CCCN2S(=O)(=O)c2ccc(C(C)=O)cc2)cc1 (stereo not drawn)	-1	.	5
C=CCN(CC(=O)N(CCc1ccc(OC)c(OC)c1)Cc1ccc(C)o1)C(=O)NCC	-5	-4	17
CSCCC1NC(=S)N(c2cccc(N3CCOC3=O)c2)C1=O (stereo not drawn)	-4	.	-1
O=C(c1cc2ccc(Cl)cc2[nH]1)N1CCN(S(=O)(=O)N2CCCCCC2)CC1	-7	.	10
CCOCCNC(=O)CSc1nc2cc(C(=O)OCC)ccc2n1CCOC	-7	-8	3
CCC(C(=O)Nc1cc(C(C)(C)C)nn1-c1ccc(C#N)cc1)c1ccccc1 (stereo not drawn)	1	-5	3
O=C(c1ccc(F)cc1)N1CCC[C@H](c2nc(-c3ccc(F)cc3)no2)C1	-8	-11	-1
O=C(Cn1cnc2c(nnn2Cc2ccccc2F)c1=O)NCc1ccc2c(c1)OCO2	2	.	7
Fc1ccc(C2CCCN2Cc2cnc(-c3ccco3)nc2)cc1 (stereo not drawn)	1	.	-7
CCOc1ccccc1N1C(=O)C2CC(C)=C(C)CC2C1=O (stereo not drawn)	-2	.	8
COCCNc1nc(SC)nc2c1cnn2CCNC(=O)C12CC3CC(CC(C3)C1)C2	-4	-5	.
O=C(O)CCN1CCCCO1	-3	.	-1
CCN(CC(=O)Nc1cc(-c2ccccc2)nn1-c1ccc(F)cc1)C(=O)Nc1cccc(Cl)c1Cl	-3	-5	20
O=C(c1cn[nH]n1)N1CCN(c2ccccn2)CC1	-6	.	-3
O=C(NC1CCc2ccccc21)C1=CN2CCN(Cc3ccccc3)C(=O)N=C2O1 (stereo not drawn)	-3	.	-3
Clc1cccc(Nc2nnc(-c3ccccc3)c3ccccc23)c1	-4	.	-12
COCC(=O)N1CCSC12C(=O)N(Cc1cccc(C#N)c1)c1ccc(F)cc12 (stereo not drawn)	-1	-3	2
COCc1cc(=O)n(CC(=O)NC(c2ccccc2)c2ccc(Cl)cc2)cn1 (stereo not drawn)	-6	.	-1
